USP2a inh: blocks human ubiquitin-specific protease USP2a; 60,000 compounds, 0.1% hits; Potency, µM (series often up to 38.3 µM), for the others: top-dose activity change, negative = inhibition, usual class: inhibitors; O75604; USP2a enzymatic assay, qHTS inhibition; AID 927;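 also: potency is read from the fitted curve at half-maximal effect; nearly all actives have a fitted effect of over 60% in size; plate controls were DMSO for no effect and NEM full inhibition control for full effect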
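USP2 core (20 nM final) was preincubated with compound for 30 min at RT in 20 mM Tris-HCl pH 8.0, 2 mM CaCl2, 2 mM beta-mercaptoethanol; Ub-PLA2 (20 nM) plus NBD C6-HPC (20 uM) then added, fluorescence read after 2.5 h.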
Tau filament bind: binders of human tau filaments; AID 596; Potency, µM (series often up to 57.1 µM), without a hit: at the top dose activity change, negative = inhibition; recombinant tau filaments, thioflavin S fluorescence, 15 h; filaments grown with octadecylsulfate alongside compound; 71,000 compounds, 2% hits; P10636;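 also: potency is read from the fitted curve at half-maximal effect; % is scaled to controls: 0 for no effect and ±100 for the full control effect; actives lower thioflavin S fluorescence by blocking filaments or displacing dye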
Target sequence (P10636 whole entry, looked up): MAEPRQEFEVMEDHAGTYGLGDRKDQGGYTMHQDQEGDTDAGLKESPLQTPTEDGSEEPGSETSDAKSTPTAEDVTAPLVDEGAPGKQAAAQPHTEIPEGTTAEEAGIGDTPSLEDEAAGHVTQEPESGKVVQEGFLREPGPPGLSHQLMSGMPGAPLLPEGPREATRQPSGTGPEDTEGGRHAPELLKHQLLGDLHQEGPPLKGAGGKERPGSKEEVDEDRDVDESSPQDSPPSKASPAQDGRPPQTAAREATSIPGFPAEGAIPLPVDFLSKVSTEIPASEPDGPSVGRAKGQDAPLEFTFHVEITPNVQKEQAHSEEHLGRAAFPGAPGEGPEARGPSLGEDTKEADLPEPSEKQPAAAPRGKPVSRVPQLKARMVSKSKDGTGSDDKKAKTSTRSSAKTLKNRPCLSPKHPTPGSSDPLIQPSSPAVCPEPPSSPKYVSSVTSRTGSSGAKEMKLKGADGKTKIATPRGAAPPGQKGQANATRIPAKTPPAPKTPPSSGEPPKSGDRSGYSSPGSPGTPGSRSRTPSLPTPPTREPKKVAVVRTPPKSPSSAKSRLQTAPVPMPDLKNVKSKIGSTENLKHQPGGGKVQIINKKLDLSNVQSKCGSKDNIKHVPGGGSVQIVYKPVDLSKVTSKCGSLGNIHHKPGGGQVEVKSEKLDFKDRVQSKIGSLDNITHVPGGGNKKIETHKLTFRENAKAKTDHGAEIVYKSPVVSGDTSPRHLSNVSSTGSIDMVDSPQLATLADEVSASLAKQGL
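Read-out: ThS fluorescence, 450 nm excitation/510 nm emission; lower signal marks blocked filament formation or displaced dye. Tau at 1 uM with 30 uM ODS, 10 uM ThS, 5 mM DTT, 100 mM NaCl, 10 mM HEPES pH 7.4; 15 h, 37 C.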
Casp7 inh: allosteric or competitive inhibitors of human caspase-7. 75,000 compounds, 0.02% hits. Potency, µM (series often up to 57.5 µM), inactives show at the highest dose activity change, negative = inhibition, usual class: inhibitors. recombinant caspase-7, Ac-DEVD-AFC fluorescence rate. P55210; active = well fitted inhibition curve with a large enough effect in the main read-out, with a control signal flat, not every such curve was filed as active; inconclusive = small, poorly fitted or top-dose-only effect, or a change in a side signal; also: potency is read from the fitted curve at half-maximal effect; % of control where 0% means no effect
TexasRed autofl: compounds fluorescent in Texas Red spectral region | 59,000 compounds, 0.06% hits | Compound fluorescence, Texas Red channel, 547/618 nm; hits give high values | max dye-equivalent concentration, M; in the data active = max dye-equivalent concentration above about 10 nM; inconclusive = between about 1.1 nM and that limit
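Fluorescence at ex 547/em 618 nm, normalized against an on-plate Texas Red standard series to give dye-equivalent concentration per compound concentration. Buffer 100 mM Tris, pH 8.0; 15 min RT incubation before CCD imaging.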
HEK293 cAMP cs: parental HEK293 cAMP activation (counter-screen); AID 938; Potency, µM (doses to about 57.1 µM), for the others: at the highest dose activation, usual class: activators; parental HEK293 CNG cAMP sensor, membrane potential fluorescence; 73,000 compounds, 2.5% hits; also: potency is read from the fitted curve at half-maximal effect; % of control where 0% means no effect; nearly all actives have a fitted effect of over 55% in size
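Parental HEK 293 cells stably expressing a cAMP-gated CNG channel were loaded with membrane potential dye containing 100 uM RO 20-1724 for 60 min. Compound added for 30 min; depolarization read as fluorescence intensity at 590 nm.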
FLuc inh: blocks Photinus pyralis firefly luciferase activity | Potency, µM (highest dose often 57.1 µM), for inactives: at the top dose activity change, negative = inhibition, hits mostly inhibitors | AID 411 | 72,000 compounds, 2.2% hits | purified firefly luciferase, luminescence, 8 min; also: potency is read from the fitted curve at half-maximal effect; % is scaled to controls: 0 for no effect and ±100 for the full control effect; nearly all actives have a fitted effect of over 40% in size
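Substrate buffer containing 10 uM ATP (pH 7.2 imidazole, Mg2+, KCl, detergent, BSA) is dispensed, compound pinned in, then luciferase/luciferin detector mix added. After 8 min at ambient temperature, light output is measured.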
Rhodamine fluor: compound fluoresces in the rhodamine spectral region; 59,000 compounds, 0.05% hits; max dye-equivalent concentration, M; AID 594; Rhodamine-region fluorescence, 547/598 nm, Tris buffer; hits give high values; in the data active = max dye-equivalent concentration above about 11 nM; inconclusive = between about 1.1 nM and that limit
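Intrinsic compound fluorescence, ex 547 / em 598 nm, CCD imager. Tris 100 mM pH 8.0; 15 min RT. Output = rhodamine dye-equivalent concentration at each compound concentration.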
Caspase-1 inhib: allosteric or competitive inhibitors of human caspase-1; Caspase-1 enzyme, Ac-WEHD-AFC fluorogenic rate; Potency, µM (series often up to 57.5 µM), for the others: at the highest dose activity change, negative = inhibition, actives largely listed as inhibitors; P29466; 75,000 compounds, 0.03% hits;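 also: potency is read from the fitted curve at half-maximal effect; plate controls were vehicle for no effect and no substrate for full effect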
Target sequence (P29466 120-297 limits assumed): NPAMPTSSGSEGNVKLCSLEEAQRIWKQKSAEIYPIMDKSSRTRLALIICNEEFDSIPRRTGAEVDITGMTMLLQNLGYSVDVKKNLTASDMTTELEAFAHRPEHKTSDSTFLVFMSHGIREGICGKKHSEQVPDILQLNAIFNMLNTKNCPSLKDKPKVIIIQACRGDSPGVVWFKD
Target sequence (P29466 317-404 limits assumed): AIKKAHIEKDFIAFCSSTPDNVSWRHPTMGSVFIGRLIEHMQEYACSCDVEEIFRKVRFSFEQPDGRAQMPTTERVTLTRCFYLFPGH
ERK AVP inh: vasopressin-driven ERK pathway inhibition; HEK293-V1b, vasopressin-stimulated pERK AlphaScreen; Potency, µM (titrated, usually from 57.5 µM), without a hit: at the top dose activity, negative = inhibition, usual class: inhibitors; 72,000 compounds, 0.99% hits; also: potency is read from the fitted curve at half-maximal effect; % is scaled to controls: 0 for no effect and ±100 for the full control effect; nearly all actives have a fitted effect of over 55% in size
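Overnight-seeded V1b-HEK293 cells in 1% FBS got compound, then vasopressin (25 nM final, 5 min, 37C), then lysis buffer. AlphaScreen detection of phospho-ERK; activity normalized to basal and full-stimulation controls.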
Fluorescein fluor: compound autofluorescence in fluorescein spectral region | Compound autofluorescence, 480/540 nm, fluorescein-equivalent; hits give high values | max fluorescein-equivalent concentration, M | 59,000 compounds, 0.91% hits; in the data active = max fluorescein-equivalent concentration above about 10 nM; inconclusive = between about 1.1 nM and that limit
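Spectral profiling of library compounds in the fluorescein window (480 nm excitation, 540 nm emission) after 15 min at room temperature in pH 8.0 Tris (100 mM). Values are dye-equivalent concentrations.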
HADH2 inh: blocks human hydroxyacyl-CoA dehydrogenase type II; AID 886; recombinant HADH2, NADH fluorescence, beta-hydroxybutyryl-CoA; Potency, µM (doses to about 57.1 µM), without a hit: at the highest dose activity change, negative = inhibition, actives largely listed as inhibitors; 73,000 compounds, 3.4% hits; Q99714; also: potency is read from the fitted curve at half-maximal effect; % is scaled to controls: 0 for no effect and ±100 for the full control effect; nearly all actives have a fitted effect of over 60% in size; many of its hits are not listed in these tables
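20 nM HADH2 + cpd, 15 min RT; add 1 mM NAD+/90 uM beta-hydroxybutyryl-CoA; kinetic fluorescence 360/450 nm, 4 min. Tris-HCl pH 9.0, 0.01% Tween-20.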
* = called active by the depositor; i = inactive; ? = inconclusive; / = no result given; [ ] = remark or other dose. Unless noted, calls follow the shape of the dose curve; as a rule, active = well fitted curve in the direction sought with a large enough effect; inconclusive = small, poorly fitted or top-dose-only effect, or another doubt; inactive = no such curve, though single readings can be large; an effect the other way counts as inactive or inconclusive. A portion of the library; the hit share may differ from the screen's.

SMILES	USP2a inh	Tau filament bind	Casp7 inh	TexasRed autofl	HEK293 cAMP cs	FLuc inh	Rhodamine fluor	Caspase-1 inhib	ERK AVP inh	Fluorescein fluor	HADH2 inh
Cn1c(=O)c(C#N)c(-c2ccccc2)n2cnnc12	-4.9%	-6.7%	0.6%	?	2.6%	0.9%	i	0.3%	-8.5%	i	?
O=C(c1ccc(-c2ccccc2)cc1)N1CCC(C(=O)N2CCCC2)CC1	5.8%	23.7%	-0.6%	i	?	-3.0%	i	0.5%	-6.2%	i	10.2%
CN(C)c1ccc(/C=c2\sc3nc(-c4ccccc4)nn3c2=O)cc1	0.7%	-3.8%	-0.7%	?	2.6%	2.9%	i	-1.0%	4.9%	?	3.7%
COc1ccc(C)cc1S(=O)(=O)N(C)CC(=O)Nc1ccc2c(c1)OCCO2	5.9%	-8.7%	1.6%	i	-0.2%	-0.7%	i	0.3%	-17.3%	i	7.0%
COc1cccc2c1C(=N)c1c(O)c3c(c(O)c1C2=O)C[C@](O)(C(C)=O)C[C@@H]3O[C@H]1C[C@H](N)[C@@H](O)[C@H](C)O1	/	1.26µM*	-2.5%[11.5 µM]	1.01e-08M*	-8.9%[11.4 µM]	-20.1%[11.4 µM]	?	-0.2%[11.5 µM]	-18.5%[11.5 µM]	i	7.9%[11.4 µM]
O=C(c1cccc(F)c1)N1CCC[C@@]2(CCN(c3ccncc3)C2)C1	-3.3%	14.9%	-0.4%	i	17.8%	0.6%[11.4 µM]	i	-0.5%	-13.0%	i	4.3%
CCOC(=O)c1cnn2c(C(F)(F)F)cc(-c3cn(C)nc3C)nc12	21.1%	0.5%	-28.8%	i	2.2%	1.0%	i	?	-27.0%	i	31.6µM*
O=S(=O)(c1ccc(Br)cc1)N1CCN(S(=O)(=O)c2ccc(Br)cc2)CC1	/	4.7%[11.4 µM]	-1.8%[11.5 µM]	i	1.3%[11.4 µM]	2.9%[11.4 µM]	i	-0.9%[11.5 µM]	1.9%[11.5 µM]	i	0.5%[11.4 µM]
O=C(CSc1nnc(CNc2ccccc2)o1)N1CCCc2ccccc21	0.0%	-4.0%	5.8%	i	2.5%	2.3%	i	-1.4%	-9.2%	i	5.0%
COc1cccc(OC)c1C(=O)NCCN1CCN(C(=O)c2c(OC)cccc2OC)CC1	6.9%	6.2%	-0.4%	i	0.7%	0.4%	i	0.2%	-8.5%	i	9.1%
CCOC(=O)C1CCCN(C(=O)C2CCCN(S(=O)(=O)c3ccc4c(c3)oc(=O)n4C)C2)C1 (configuration not stated)	/	17.0%	0.0%	/	-2.6%[11.4 µM]	0.5%	/	-1.6%	-22.3%	/	11.8%
Clc1ccc(-c2noc(COc3ccccc3)n2)cc1	-1.5%	2.2%	-3.0%	/	26.3%	-4.4%	/	-2.0%	72.1%[activator]	/	-3.8%
O=C(Nc1ccc2oc(-c3ccccc3)nc2c1)c1ccncc1	16.6%	18.3%	0.3%	/	?	-1.3%	/	0.3%	?	/	10.7%
Cc1ccc(S(=O)(=O)NCCCNS(C)(=O)=O)cc1	-2.1%	-0.9%	0.0%	i	3.0%	-5.0%	i	-1.6%	-1.9%	?	1.7%
COC(=O)C/C=C\[C@@H](C)[C@@H](/C=N\OC[C@@H](O)COCc1ccco1)NS(=O)(=O)c1ccc(C)cc1	/	/	-0.6%[11.5 µM]	/	-4.6%[11.4 µM]	0.7%[11.4 µM]	/	0.3%[11.5 µM]	-3.1%[11.5 µM]	/	0.2%[11.4 µM]
Cc1nc(N2CCOCC2)c2nc(-c3ccccc3)n(CC3CCN(C)CC3)c2n1	/	-8.7%	-0.8%	/	26.3%	/	/	-2.2%	-6.1%	/	?
Cc1cc(Cl)nc2ccc(Cc3ccc4nc(Cl)cc(C)c4c3)cc12	/	28.9%[11.4 µM]	-3.2%[11.5 µM]	?	9.0%[11.4 µM]	-0.2%[11.4 µM]	i	1.6%[11.5 µM]	4.8%[11.5 µM]	i	16.0%[11.4 µM]
CCOC(=O)CN=C1CC(C)(C)CC2=C1Sc1ncnc(N(C)C)c1N2	-13.8%	72.7%	-12.6%	i	-10.1%	-6.7%	?	?	-6.0%	3.4e-08M*	?
Cc1nc2ccc(NC(=O)c3ccc(S(=O)(=O)N4CCOCC4)cc3)cc2s1	8.4%	86.9%	-1.4%	/	31.0%	1.2%	/	-0.8%	-27.8%	/	107.0%[activator]
Cc1cc(=O)[nH]c(Nc2c(C)n(C)n(-c3ccccc3)c2=O)n1	7.4%	-3.8%	-0.8%	?	7.3%	1.8%	i	-3.2%	?	i	8.2%
CC(C)N1C(=O)CCC1C(=O)N1CCC(Cc2ccccc2)CC1 (configuration not stated)	/	2.1%	-0.7%	/	-1.3%	2.2%	/	-1.3%	-7.5%	/	3.1%
O=C(Cc1ccc(F)cc1)Nc1c2c(nn1-c1cccc(Cl)c1)CS(=O)C2 (configuration not stated)	4.3%	10.1%	2.0%	i	?	2.2%	i	-0.6%	24.4%	i	1.5%
Cc1cccc(N2CCN(S(=O)(=O)c3ccc4c(c3)n(C)c(=O)c(=O)n4C)CC2C)c1 (configuration not stated)	-15.6%	-17.8%	2.0%	i	11.0%	-0.5%	i	0.1%	0.0%	i	-0.8%
Cc1ccc(NC(=O)NC2=N/C(=C(/C#N)C(=O)N3CCCC3)c3ccccc32)cc1	-12.1%	5.01µM*	-2.1%	i	-42.4%[inhibitor]	-3.0%	i	-2.5%	5.8%	?	-4.6%
CCn1c(CSc2nc3ccccc3s2)nnc1SCC(=O)c1ccc2c(c1)OCCO2	30.0%[activator]	143.3%	-4.1%	i	?	-2.5%	i	-2.3%	1.2%	?	-10.8%
Cc1nn(CC(=O)Nc2nnc(CC(=O)N3CCCC3)s2)c(=O)c2ccccc12	1.8%	8.6%	-3.1%	i	2.9%	2.8%	i	-0.6%	3.9%	?	0.9%
CCOCCOC(=O)C(C)Sc1n[nH]c(=O)[nH]c1=O (configuration not stated)	0.0%	-7.9%	0.3%	/	3.2%	1.9%	/	-2.1%	0.4%	/	?
CCCC(c1nnnn1CC(=O)OCC)N(Cc1cc2c(C)cc(C)cc2[nH]c1=O)C1CCCC1 (configuration not stated)	9.2%	-3.7%	-2.4%	i	23.2%	-0.6%	i	-10.0%	-7.0%	?	12.5%
Cc1ccc(-c2nn(CC(=O)NCCN3CCOCC3)c(=O)c3ccccc23)cc1	6.4%	5.8%	0.4%	?	19.5%	1.4%	i	-2.3%	-11.7%	?	2.0%
Cc1ccc([C@@]2(C)CC/C(=N/N=C3\CC[C@](C)(c4ccc(C)c(C)c4)c4cc(C)c(C)cc43)c3cc(C)c(C)cc32)cc1C	/	6.9%[11.4 µM]	0.5%[11.5 µM]	i	1.4%[11.4 µM]	1.6%[11.4 µM]	i	1.2%[11.5 µM]	3.9%[11.5 µM]	i	6.9%[11.4 µM]
CSC1CCCCC1(O)CSc1nc2c(cc1C#N)CCCC2 (configuration not stated)	0.7%	58.3%	-0.5%	?	27.1%	1.7%	i	-2.2%	11.6%	i	?
CCCn1c(NCc2cccc(OC)c2OC)nc2ccccc21	/	2.1%	2.0%	i	?	-9.5%	i	-0.1%	-0.3%	i	31.6%[activator]
Cc1sc(N)c(C(=O)c2cccc(C(F)(F)F)c2)c1C	/	31.6µM*	-2.5%	/	-0.4%	2.2%	/	0.7%	-17.1%	/	-11.0%
CCOC(=O)c1c(COc2ccccc2)oc2ccc(O)cc12	-4.3%	140.6%	-10.2%	/	?	-0.1%	/	-11.3%	?	/	?
COCC(=O)c1[nH]c2ccccc2c1C	-7.0%	-14.6%	-1.0%	i	2.3%	-2.2%	i	-3.3%	-17.7%	?	-22.3%
CC(C)(C)NC(=O)CSc1nncn1-c1ccccc1	0.9%	-3.9%	-3.1%	?	-2.2%	-0.3%	i	0.4%	10.8%	?	4.6%
Oc1ccc(Nc2nc(-c3ccc(Cl)cc3)cs2)cc1	/	/	-4.2%	/	-51.8%[inhibitor]	/	/	-1.3%	?	/	-26.6%
COc1ccc(CNC(=O)C2CCN(C(=O)[C@@H](CC(C)C)NC(=O)OC(C)(C)C)CC2)cc1	7.8%	-5.8%	-0.6%	?	3.4%	1.1%	i	-1.2%	11.2%	?	2.7%
CCSc1nnc(NC(=O)C2CCCCC2)s1	-0.4%	-16.9%	1.1%	i	-6.0%	-1.6%	i	-1.9%	-2.5%	i	6.5%
COc1ccc(NC(=O)Cn2c(=O)sc3ccccc32)c(OC)c1	/	-0.4%	-1.0%	/	2.1%	-3.0%	/	-0.6%	/	/	7.7%
CC(=O)Cc1ccccc1OC(=O)c1ccco1	-13.7%	-5.3%	-1.0%	i	0.4%	3.5%	i	1.7%	12.4%	i	5.5%
